Siah-1 displacement = Siah-1 peptide-binding antagonists, primary screen, biochemical, fluorescence polarization, rhodamine-plectin, uHTS (AID 1817). Siah-1 / rhodamine-plectin peptide fluorescence polarization; higher % means a stronger effect. displacement, % at 20 µM; hits with a dose series show IC50 in µM. 290,000 tested, 0.02% active;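 active = displacement of at least 50% at 20 µM, with a fluorescence ratio check between 0.3 and a set limit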;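 note: plate controls were Siah plus tracer with DMSO for no effect and tracer alone without Siah for full effect; strong numbers were not always called active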
KOR beta-arrestin-1 = KOR antagonists, beta-arrestin recruitment, cell-based, luminescence, uHTS (AID 1778). KOR beta-arrestin recruitment, luminescence, antagonist mode; higher % means a stronger effect. Kappa-type opioid receptor (Homo sapiens). 290,000 tested, 0.091% active. inhibition, % at 10 µM, or IC50 in µM where a hit was titrated; note: strong numbers were not always called active
NOD2 inhibition = NOD2 signaling inhibitors, cell-based, luminescence, uHTS, HEK293 (AID 1566) | HEK293 NOD2/NF-kB luciferase reporter, luminescence; higher % means a stronger effect | 290,000 tested, 0.63% active | one-dose inhibition, % at 4 µM; EC50 in µM for titrated hits; note: many of its hits are not listed in these tables
NOD1 NF-kB reporter = NOD1 signaling inhibitors, primary screen, cell-based, luminescence, uHTS (AID 1578); NOD1-driven NF-kB luciferase reporter cells, luminescence; higher % means a stronger effect; inhibition, % at 4 µM; hits with a dose series show EC50 in µM; 290,000 tested, 1% active; in the data active = inhibition mostly above about 36%, no sharp cut-off; inactive = mostly below about 34%;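 note: HEK-293T reporter cells stimulated with the NOD1 agonist gamma-tri-DAP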
LYP phosphatase = inhibitors of LYP phosphatase, biochemical, fluorescence intensity, uHTS (AID 1779); inhibition, % at 11.5 µM, or IC50 in µM where a hit was titrated; recombinant LYP phosphatase, fluorescence intensity; higher % means a stronger effect; 290,000 tested, 0.054% active;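 note: plate controls were vehicle with enzyme for no effect and no enzyme for full effect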
HIV fusion peptide = inhibitors of HIV fusion peptide binding, primary screen, biochemical, uHTS, fluorescence dequenching (AID 1986). cell-free peptide binding, fluorescence dequenching, 30 min; higher % means a stronger effect. inhibition, % at 20 µM, or IC50 in µM where a hit was titrated. 290,000 tested, 0.3% active; in the data active = inhibition mostly above about 52%, no sharp cut-off; inactive = mostly below about 76%; note: some results filed as inactive read as strong as hits
Salmonella PhoP GFP = inhibitors of PhoP regulon expression, primary screen, Salmonella Typhimurium, GFP reporter (AID 1863). 300,000 tested, 0.16% active. S. Typhimurium PhoP-regulated promoter GFP reporter, 4 h; higher % means a stronger effect. one-dose inhibition, % at 50 µM; IC50 in µM for titrated hits;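 active = inhibition over 29.93%, a cutoff 3 SD above the screen mean, later confirmed by dose response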;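 note: 0% = low Mg2+ inducing control and 100% = high Mg2+ repressing control; strong numbers were not always called active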
Myeloid diff 2 = induction of myeloid progenitor differentiation, primary screen, cell-based, flow cytometry, MLPCN library; AID 624256, 2012; ER-HoxA9 myeloid progenitors, lysozyme-GFP differentiation; 360,000 tested, 1% active; calls only at 10 µM;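 active = normalized GFP-positive differentiation at or above the plate's own cutoff, the solvent-only control mean plus 3 SD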;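 note: cells exposed to compound for four days before flow analysis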
KOR beta-arrestin-2 = KOR agonists, beta-arrestin recruitment, primary screen, cell-based, luminescence, uHTS (AID 1777); KOR beta-arrestin recruitment, luminescence; higher % means a stronger effect; Kappa-type opioid receptor (Homo sapiens); one-dose activation, % at 10 µM; EC50 in µM for titrated hits; 280,000 tested, 0.02% active; in the data active = activation above about 50%, passing the limit was not always enough; note: a part of the inactive calls stands beside numbers as strong as those of hits
Myeloid diff 2 GFP+ MAC1+ % = second read-out of Myeloid diff 2, no call of its own (marks repeat the call); GFP+ MAC1+ double positive, %; measured here: differentiation confirmed by MAC1 staining
* = called active by the depositor; i = inactive; nt = no result given; + = active, no number; [ ] = remark or other dose. Cut-off read from the data, not from the text of the source, unless noted: active = inhibition above about 50%; inactive = the rest. These rows are one share of the data; rates above refer to the full screens.

SMILES	Siah-1 displacement	KOR beta-arrestin-1	NOD2 inhibition	NOD1 NF-kB reporter	LYP phosphatase	HIV fusion peptide	Salmonella PhoP GFP	Myeloid diff 2	Myeloid diff 2 GFP+ MAC1+ %	KOR beta-arrestin-2
O=C(Nc1nnc(-c2ccncc2)o1)c1ccc2ccccc2c1	-1%	18%	32%	-9%	2%	8.2%	-10%	i	3.4	-2.4%
Cc1ccnc(N2CCC(C(=O)Nc3ccc4c(c3)OCCO4)CC2)n1	7%	-12%[20 µM]	6%	-12%	-9%	-1.5%	nt	i	1.1	nt
CCN(CC)S(=O)(=O)c1ccc(OC)c(NC(=O)C2CC(=O)N(c3ccc(C)cc3)C2)c1 (stereo not drawn)	-1%	-24%[20 µM]	6%	-9%	-3%	-1.5%	3%	i	0.5	1.5%
Cc1cc(C)c(C)c(S(=O)(=O)N2CCN(CC(=O)c3c(N)n(Cc4ccccc4)c(=O)n(C)c3=O)CC2)c1C	-4%	-14%	18%	12%	-4%	-2.8%	7%	i	0.0	3.7%
COc1ccc(S(=O)(=O)NCC2CCCN(C(=O)c3ccco3)C2)cc1 (stereo not drawn)	1%	6%	16%	-6%	-12%	1.3%	-4%	i	0.2	-1.1%
Fc1ccc(/C=N/NC2=Nc3cccc4cccc2c34)cc1	-11%	-9%	-165%	-98%	4%	19%	-18%	+	1.2*	0.2%
COC(=O)c1ccc(NC(=S)NC(=O)c2c(Cl)cnn2C)cc1	-3%	-29%	2%	54%	-8%	-2.6%	-9%	i	0.5	7.0%
Cc1ccc(NC2CCCN(C(=O)c3ccc4nccnc4c3)C2)cc1C (stereo not drawn)	10%	-13%	9%	-19%	-11%	1.1%	0%	i	1.4	4.2%
NS(=O)(=O)c1ccc(CCNC(=O)C(=O)C2C(=O)Nc3ccccc32)cc1 (stereo not drawn)	4%	-10%	8%	-8%	-2%	-0.9%	-4%	i	0.4	8.6%
COc1cc(NC(=O)Nc2cccc(Cl)c2)c(OC)cc1NC(=O)CN1CCCCC1	-1%	-9%	-9%	-31%	5%	0.0%	31%	i	0.7	-0.9%
Cc1nc(C(=O)NNC(=O)c2ccccc2Cl)c(C(F)(F)F)o1	7%	30%	-6%	-7%	-5%	-0.1%	3%	i	0.6	2.3%
O=C1CCC/C(=N/NC(=O)c2cc(NS(=O)(=O)c3cccs3)cc(NS(=O)(=O)c3cccs3)c2)C1	12%	26%	6%	1%	-2%	11%	nt	i	0.3	-2.6%
COc1ccc(S(=O)(=O)N(CC(=O)N2CCOCC2)c2cc(Cl)ccc2OC)cc1OC	-4%	10%	21%	0%	-5%	-1.4%	-6%	i	5.3	-1.3%
O=C(Nc1ccc2c(c1)OCO2)c1c(Cl)nc2sccn12	0%	8%	-41%	-28%	-10%	-1.0%	3%	i	0.5	8.1%
C=CCOc1cccc(C2/C(=C(\O)c3ccc(F)cc3)C(=O)C(=O)N2CCN(C)C)c1 (stereo not drawn)	-2%	1%	1%	-12%	-4%	0.7%	5%	i	0.2	-0.3%
COc1ccc(C2c3c(oc4ccc(Cl)cc4c3=O)C(=O)N2CCN2CCOCC2)cc1 (stereo not drawn)	-2%	39%	17%	-2%	1%	-2.3%	-6%	i	0.2	-2.6%
CCOc1ccc(NC(=O)CSc2ccc3nnc(-c4cccnc4)n3n2)cc1	5%	11%	10%	-17%	-6%	1.8%	-3%	i	0.0	-0.4%
Nn1c(SCC(=O)Nc2ccc3c(c2)OCO3)nncc1=O	5%	3%	4%	-17%	-7%	-0.8%	-10%	i	0.2	-1.3%
Cc1ccn2cc(-c3ccc(Br)cc3)nc2c1	-3%	-12%	-152%	-15%	-4%	-1.6%	-2%	i	0.1	7.1%
O=C(Nc1nnc(-c2ccco2)o1)c1cccc(Cl)c1	0%	-2%	20%	-23%	-6%	3.9%	-6%	i	0.3	-0.5%
COc1cc(OC)c2c(-c3ccccc3)cc(=O)oc2c1C(CC(=O)N1CCOCC1)c1ccc(N(C)C)cc1 (stereo not drawn)	7%	-4%	8%	5%	-2%	0.2%	-4%	i	2.0	-2.6%
COc1ccc(NC(=O)Cc2nnc(SCC(=O)c3ccc(F)cc3)n2C)cc1	-1%	-12%	-17%	-31%	-3%	-2.7%	9%	i	0.3	-2.7%
Cc1cccc(CC2CC(=O)N(c3ccc(C)cc3Br)C2=O)c1 (stereo not drawn)	-4%	13%	4%	-11%	-5%	-0.1%	3%	i	0.8	-1.9%
CC(=O)c1n[nH]nc1Nc1nc(C)cc(C)n1	-4%	31%	10%	-26%	-4%	-3.0%	-4%	i	0.6	4.6%
CCn1cc(SCC(=O)N2CCOCC2)c2ccccc21	1%	-8%	-26%	-38%	4%	0.9%	-7%	i	3.3	-6.0%
COc1ccc(CCNC(=O)CSc2nn3c(=O)c(C)nnc3s2)cc1OC	8%	18%	15%	-9%	-9%	1.1%	-2%	i	1.1	-2.7%
Cc1cc(NC(=O)CN2C(=O)c3ccccc3C2=O)no1	-3%	-17%	-6%	0%	-4%	-0.5%	nt	i	0.2	6.5%
Oc1ccc(Nc2nc(-c3ccccc3F)nc3ccccc23)cc1	-6%	-2%	19%	8%	-8%	-1.5%	8%	i	0.5	-1.4%
CCOC(=O)c1c(C)[nH]c(C)c1S(=O)(=O)NCCc1cccs1	3%	26%	16%	0%	-10%	0.9%	-1%	i	0.5	5.8%
Cc1ccc(S(=O)(=O)N2CCOCC2)c(C)c1-n1cnnn1	2%	24%	-8%	nt	-5%	-0.6%	-5%	i	8.1	-1.7%
COc1ccc(-c2noc(CNS(=O)(=O)c3ccccc3)n2)cc1	10%	-16%	-23%	-43%	-8%	0.2%	0%	i	3.1	3.1%
CCCCN(C(=O)Cn1nnc2ccccc21)C(C(=O)NCCOC)c1ccc(OC)cc1 (stereo not drawn)	-6%	46%	6%	11%	-6%	-2.2%	9%	i	0.2	0.6%
Cn1c(C(=O)c2ccncc2)cc2ccccc21	7%	14%	14%	-6%	0%	0.3%	-8%	i	0.3	-0.5%
CSc1ccc(-c2sc(Nc3ccccc3)n[n+]2-c2ccc(F)cc2)cc1	4%	-27%[20 µM]	-3%	-9%	-4%	-1.8%	nt	nt	nt	-2.9%
CC(O)(C#CCN1CCCC1)c1ccccc1 (stereo not drawn)	2%	8%	-1%	-15%	-7%	-1.4%	-15%	i	2.1	-7.9%
COc1cc(C(=O)N2CCNCC2)cc(OC)c1OC	8%	-33%[20 µM]	16%	-9%	-4%	-1.8%	-2%	i	0.6	-3.6%
C#CCOc1ccccc1C(N)=O	7%	-6%	15%	-6%	-2%	0.7%	-6%	i	0.3	1.3%
COCCOC(=O)C1=C(C)NC(C)=C(C(=O)OCCOC)C1/C=C/c1ccccc1OC	9%	12%	17%	-9%	-4%	-0.7%	-4%	i	0.2	-0.6%
COc1ccccc1CC(=O)Nc1ccc(NC(=O)c2cccs2)cc1	2%	13%	-13%	-52%	-8%	1.0%	0%	i	1.4	0.9%
CCOc1ccc(C(=O)O)cc1OC	1%	3%	7%	-4%	-2%	-1.7%	2%	i	0.5	-2.0%

Sorted by the number under Siah-1 displacement (rising): some entries from above.
structure	Siah-1 displacement
Cc1ccn2cc(-c3ccc(Br)cc3)nc2c1	-3%
C=CCOc1cccc(C2/C(=C(\O)c3ccc(F)cc3)C(=O)C(=O)N2CCN(C)C)c1 (stereo not drawn)	-2%
CCN(CC)S(=O)(=O)c1ccc(OC)c(NC(=O)C2CC(=O)N(c3ccc(C)cc3)C2)c1 (stereo not drawn)	-1%
O=C(Nc1ccc2c(c1)OCO2)c1c(Cl)nc2sccn12	0%

Further compounds
SMILES	Siah-1 displacement	KOR beta-arrestin-1	NOD2 inhibition	NOD1 NF-kB reporter	LYP phosphatase	HIV fusion peptide	Salmonella PhoP GFP	Myeloid diff 2	Myeloid diff 2 GFP+ MAC1+ %	KOR beta-arrestin-2
COc1ccc(Nc2cc(C)nc3nc(C)nn23)c(OC)c1	5%	13%	6%	-29%	-4%	1.5%	-1%	i	2.9	-0.3%
N/C(=N\OC(=O)C1CCCCC1)c1cccc(Br)c1	-3%	22%	3%	-7%	-9%	2.7%	-9%	i	0.5	3.5%
CCn1c(=N)c(S(=O)(=O)c2ccc(Cl)cc2)cc2c(=O)n3ccccc3nc21	4%	-40%[20 µM]	-6%	-36%	-19%	3.1%	5%	nt	nt	nt
CC1CCN(c2ccccc2NC(=S)NC(=O)C(C)(C)C)CC1	-2%	-18%	22%	-7%	7%	0.5%	-7%	i	0.1	2.3%
O=C1CCC(CCC(=O)N2CCCC(C(=O)c3ccc4c5c(cccc35)CC4)C2)=NN1 (stereo not drawn)	-1%	-23%	1%	-34%	-2%	-1.0%	-6%	i	0.6	-0.1%
O=c1c2c3c(sc2n2cnnc2n1C1CCCCC1)CCC3	-3%	-25%	24%	1%	-9%	-3.0%	nt	nt	nt	-3.9%
COc1ccc(-n2c(Cc3cccn3C)nnc2SCC(=O)N2CCC(C)CC2)cc1	3%	-8%	2%	-17%	6%	1.2%	5%	i	2.5	2.5%
CN(c1ccc(C(=O)N2CCN(Cc3ccc4c(c3)OCO4)CC2)cc1)S(=O)(=O)c1ccccc1	1%	-36%	11%	14%	2%	-1.0%	-2%	i	0.3	1.7%
CC(C)(C)c1ccc(C(=O)Nc2nnc(C3=COCCO3)o2)cc1	-4%	24%	10%	-26%	-3%	1.6%	-6%	i	1.1	-3.6%
CCCc1cc(C(N)=O)c(NC(=O)C2CCCO2)s1 (stereo not drawn)	4%	25%	-4%	-20%	4%	2.4%	15%	i	5.6	0.6%
C=CCNc1nc2ccccc2nc1NS(=O)(=O)c1ccc(OC)cc1	-3%	30%	20%	7%	-8%	3.4%	15%	i	0.8	-3.7%
Cc1nnc(SCC(=O)Nc2cc(Cl)ccc2Cl)n1CC1CCCO1 (stereo not drawn)	1%	-64%	-16%	-9%	-9%	1.9%	-3%	i	2.1	1.2%
O=C(CSCC(=O)N1CCOCC1)Nc1nc(-c2ccc3c(c2)OCO3)cs1	-1%	16%	-14%	-17%	1%	2.8%	3%	i	3.9	0.8%
Cc1ccc2oc3nc(C)c(C(=O)Nc4cccc(C(F)(F)F)c4)cc3c(=O)c2c1	0%	-1%	20%	7%	-2%	2.1%	5%	i	0.6	-1.3%
COC(=O)NCC(c1ccco1)N1CCN(c2ccccc2)CC1 (stereo not drawn)	-4%	-30%	-8%	-30%	-2%	-1.8%	-2%	i	0.2	6.9%
Cc1cccc(C)c1NC1=NC(=S)N(c2ccc(N(C)C)cc2)C1(C)C	-1%	-30%	-11%	3%	4%	2.2%	-6%	i	2.7	1.1%
CC(Oc1cc(C(F)(F)F)cc(C(F)(F)F)c1)C(=O)NC(N)=O (stereo not drawn)	-4%	-37%	11%	6%	1%	-0.2%	4%	i	0.4	-3.5%
